Bioassay records as filed in PubChem BioAssay.
Wnt bcat act: activators of Wnt/beta-catenin signaling. Wnt/beta-catenin reporter cell assay, activator, plate reader. activation, % at 9.35 µM. AID 743398. actives 1.2% (n = 300,000); in the data active means activation above about 30%, passing the limit was not always enough;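 further: 0% = neutral control wells and 100% = positive control wells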
CAL PDZ FP-1: blocks peptide binding to the human CAL PDZ domain; purified CAL PDZ, TMR-peptide fluorescence polarization, 1 h; inhibition, % at 24.9 µM; actives 0.92% (n = 300,000); AID 602252;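 active means mean inhibition of at least 30% with at least half of replicates also reaching 30%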;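 further: 0% = DMSO neutral control and 100% = excess unlabeled competitor peptide PRC23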
CDK5 inh: blocks human CDK5/p35 kinase activity | Q00535+Q15078 | Recombinant CDK5/p35, ADP-Glo luminescence, 60 min | inhibition, % at 10 µM | actives 0.01% (n = 330,000) | AID 488839;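 active means highest replicate inhibition of at least 50% and at least 75% of replicates reaching 50%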;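 further: plate controls were DMSO neutral control for no effect and GW8510 at 10 µM for full effect; many of its hits are not listed in these tables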
dFosB act: enhances mouse delta FosB homodimer DNA binding; activation, % at 25 µM; actives 0.99% (n = 340,000); AID 493131; P13346; purified delta FosB, TAMRA-CDK5 oligo fluorescence polarization; percent of positive-control signal above neutral wells;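 active means mean activation above about 17%, with every replicate also reaching it, limit read from the data, passing the limit was not always enough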;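 further: fluorescence polarization rise as delta FosB binds a TAMRA Cdk5 AP-1 oligo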
Target sequence (P13346 whole entry, looked up): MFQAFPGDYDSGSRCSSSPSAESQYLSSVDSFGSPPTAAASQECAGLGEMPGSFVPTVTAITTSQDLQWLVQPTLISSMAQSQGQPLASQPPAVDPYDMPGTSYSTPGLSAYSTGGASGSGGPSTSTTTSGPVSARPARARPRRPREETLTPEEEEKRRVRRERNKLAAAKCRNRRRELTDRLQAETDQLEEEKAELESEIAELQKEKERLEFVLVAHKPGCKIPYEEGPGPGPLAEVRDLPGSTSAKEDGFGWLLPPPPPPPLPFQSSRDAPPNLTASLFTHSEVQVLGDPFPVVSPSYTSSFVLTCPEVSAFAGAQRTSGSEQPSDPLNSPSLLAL
Rtt109 HAT inh: C. albicans Rtt109 histone acetyltransferase inhibition; AID 540336; purified Rtt109/Vps75, ThioGlo CoA-SH fluorescence, 4 h; Q5AAJ8; inhibition, % at 34.9 µM; actives 0.16% (n = 330,000);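 active means inhibition of at least 50% in every replicate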
Target sequence (Q5AAJ8 whole entry, looked up): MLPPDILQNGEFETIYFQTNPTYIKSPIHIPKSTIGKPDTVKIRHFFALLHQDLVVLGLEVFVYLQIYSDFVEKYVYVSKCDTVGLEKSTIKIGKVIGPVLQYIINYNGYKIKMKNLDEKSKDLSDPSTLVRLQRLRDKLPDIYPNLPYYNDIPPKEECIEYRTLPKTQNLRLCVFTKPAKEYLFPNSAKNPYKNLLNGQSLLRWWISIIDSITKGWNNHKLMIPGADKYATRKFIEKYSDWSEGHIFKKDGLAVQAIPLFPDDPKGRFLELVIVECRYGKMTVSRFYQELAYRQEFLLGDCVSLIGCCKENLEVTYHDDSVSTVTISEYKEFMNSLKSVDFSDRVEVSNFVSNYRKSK
MITF act: MITF TRPM1 promoter activation in melanoma cells; AID 588334; SK-MEL-5 TRPM1-promoter luciferase, 24 h; % of positive control, neutral wells = 0; activation, % at 12.5 µM; actives 0.75% (n = 300,000);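 active means mean activation of at least 80% with every replicate also reaching 80%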;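 further: 0% = neutral control wells and 100% = parthenolide positive control wells; values of inactives mirror those of a sister screen read the other way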
RTF Ca sens act: increases calcium sensitivity of human cardiac regulated thin filaments; activation, % at 7.2 µM; actives 0.24% (n = 340,000); IANBD-labeled TnC RTF fluorescence at EC20 calcium; 0% EC20 calcium, 100% full calcium; P19429+P45379;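 active means activation above the mean over all tested compounds plus 3 SD, cut at about 30% in these data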;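 further: rise in fluorescence read as greater calcium sensitivity of cardiac thin filaments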
Tat transport: inhibitors of E. coli Tat protein transport; actives 0.036% (n = 340,000); inhibition, % at 10 µM; E. coli MC4100 TorA-mCherry Tat export, fluorescence;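 active means mean replicate inhibition at least 50% and at least half of replicates individually reaching 50%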;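 further: exported cargo escapes ClpAP degradation while cytoplasmic cargo is degraded and loses fluorescence; 0% = median of neutral control wells and 100% = median of NaSCN control wells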
CAL PDZ FP-2: human CAL PDZ-peptide interaction inhibition; Q9HD26; purified CAL PDZ, TMR-peptide fluorescence polarization, 1 h; inhibition, % at 20 µM; actives 0.02% (n = 330,000); AID 504414;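 active means highest replicate inhibition of at least 40%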;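 further: plate controls were DMSO neutral control wells for no effect and unlabeled competitor peptide control wells for full effect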
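Assay system – tagged CAL PDZ protein CerCALP, purified · Timing – 1 h at RT · Compound – single point, 20 µM · Measured by – fluorescence polarization from S- and P-plane intensities, G-factor corrected · Evaluation – inhibition from polarization loss · Probe or stimulus – TMR reporter peptide T*-PRC34 · Buffer or medium – pH 7.4 phosphate-saline buffer, reducing agent, detergent, IgG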
V-ATPase pH: regulators of yeast V-ATPase proton transport. S. cerevisiae, pHLuorin cytosolic pH fluorescence. response, % at 10 µM. actives 0.37% (n = 350,000); in the data active means response mostly above about 7.3%, no sharp cut-off; inactive means mostly below about 5.4%; further: actives read high; inactives centre near 0; some compounds called inactive have numbers as strong as hits; reference of the scale not given here
* marks the source's active call; other numbers are inactive results; nt = no result given.

| structure | MITF act | Wnt bcat act | Rtt109 HAT inh | Tat transport | CAL PDZ FP-1 | CAL PDZ FP-2 | CDK5 inh | RTF Ca sens act | dFosB act | V-ATPase pH |
| --- | --- | --- | --- | --- | --- | --- | --- | --- | --- | --- |
| CC(=O)c1c(Cl)nc2ccc(Br)cc2c1-c1ccccc1 | -9 | 0 | 6 | 8 | -1 | -1.5 | 2.4 | -4 | -3 | -4 |
| Cc1cc(-c2ccc3c(c2)COc2c4ccccc4nn2-3)on1 | 64 | 45* | 4 | 16 | -2 | 0.5 | 0.6 | 0 | 6 | -3 |
| CCN(C(=O)c1ccnc(C(C)(C)C)c1)c1ccccc1 | -8 | 0 | -5 | 24 | -3 | -1.5 | -0.4 | 2 | -3 | 2 |
| COc1cc(C(=O)Nc2cc(C(F)(F)F)ccc2N2CCOCC2)ccc1OCC(=O)N1CCOCC1 | 11 | 11 | -8 | -12 | -7 | -3.3 | 0.4 | -3 | -3 | 3 |
| COc1ccc(C)cc1NCC(=O)Nc1ccc(C(C)(C)C)cc1 | -1 | nt | 1 | 9 | -3 | 0.4 | -0.3 | 1 | 6 | -3 |
| Cc1c(C2N3CC4(C)CN2CC(C)(C3)C4=O)c2ccccc2n1C (stereo not given) | nt | nt | 8 | -4 | -1 | 0.4 | -1.5 | -1 | 4 | -2 |
| O=C(O)c1ccc(NC(=O)c2cccc(NC(=O)c3cccs3)c2)cc1 | 8 | nt | 24 | -7 | 1 | -2.8 | -1.7 | -3 | -8 | -3 |
| Cc1cc2c(cc1S(=O)(=O)CCC(=O)N(C)Cc1ccccc1)OCC(=O)N2 | nt | 1 | 10 | -4 | nt | -0.5 | 4.7 | 5 | -1 | 0 |
| Fc1ccc(/C=N/Nc2nnnn2-c2ccccc2)cc1 | -9 | 2 | 5 | 0 | -1 | -0.5 | 1.2 | 8 | -3 | 2 |
| COc1ccc(-c2nc(CN3CCC(c4ccccc4)CC3)c(C)o2)cc1OC | -4 | -2 | 17 | 1 | nt | -0.3 | -5.0 | 3 | 0 | 0 |
| CCOC(=O)/C=c1\s/c(=C\c2ccc3c(c2)OCCO3)c(=O)n1CC(=O)NCC1CCCO1 (stereo not given) | 3 | nt | -6 | 1 | -3 | 0.6 | -1.8 | 2 | -3 | -3 |
| CN(CCOc1ccccc1)C(=O)c1ccc(OC2CCN(C(=O)C3CC3)CC2)cc1 | -7 | 5 | -1 | 1 | 2 | -2.3 | -0.7 | -2 | -7 | -4 |
| COc1cccc(NC(=O)CSc2nnc(-c3ccco3)c(-c3ccco3)n2)c1 | -7 | -1 | 9 | -5 | nt | -1.2 | -0.3 | -4 | -14 | 0 |
| O=C(NC(=S)Nc1ccc(C(F)(F)F)cc1)c1csnn1 | -3 | 10 | -2 | -7 | -7 | 0.0 | -1.4 | -1 | -13 | -1 |
| NC(=O)C1CCN(C(=O)c2ccc(CS(=O)(=O)c3c(Cl)cccc3Cl)o2)CC1 | -2 | -4 | -6 | -10 | nt | 0.8 | -0.6 | 0 | -1 | -3 |
| CNC(=O)OCc1cccc(COC(=O)NC)n1 | 10 | nt | -4 | 3 | 0 | -1.0 | 1.7 | -1 | -3 | -1 |
| C[C@H](CO)N1C[C@H](C)[C@@H](CN(C)C(=O)NC2CCCCC2)Oc2c(NC(=O)c3ccncc3)cccc2C1=O | -6 | 0 | 13 | 5 | -2 | -0.6 | -0.3 | -6 | -7 | -9 |
| O=C1C2C3C=CC(C4CC34)C2C(=O)N1CCCCN1CCN(c2ccc(F)cc2)CC1 (stereo not given) | 0 | -8 | -13 | -4 | 1 | -1.0 | -1.4 | -5 | -11 | -2 |
| O=C(NCc1ccc(F)cc1)c1ccc(N2CCc3ccccc32)c([N+](=O)[O-])c1 | -19 | -5 | 6 | -7 | 1 | 1.0 | 1.1 | 3 | 1 | -1 |
| COc1cc(OC)cc(-c2nnc(SCC(=O)N(C(C)C)C(C)C)o2)c1 | 4 | nt | 5 | 5 | 0 | -3.2 | 0.1 | 3 | -10 | -3 |
| CN(C)C(CNC(=O)c1ccc([N+](=O)[O-])cc1Cl)c1ccco1 (stereo not given) | 17 | -1 | 3 | 3 | 11 | -3.1 | 0.8 | -2 | -1 | 1 |
| Cc1ccc(NC(=O)N2CCCC2c2cccs2)cc1 (stereo not given) | 6 | 4 | 3 | 2 | 0 | -3.7 | -2.0 | 3 | -2 | 3 |
| CCC(C)c1ccccc1NC(=O)CN(C)CC(=O)Nc1ccccc1SC (stereo not given) | -8 | -3 | 2 | 0 | -6 | -0.4 | 0.6 | -1 | -9 | 6 |
| O=S(=O)(NCc1ccc2c(c1)OCO2)c1ccccc1F | -6 | -1 | 4 | 1 | -8 | 0.3 | 1.6 | -10 | -3 | -2 |
| COC(=O)COc1ccccc1/C=C1/NC(=O)NC1=O | 2 | nt | 5 | -2 | -5 | -0.4 | -0.5 | -1 | -2 | -2 |
| CCCOP(=O)(c1ccc(N(C)C)cc1)C(Nc1ccccc1)c1ccc(C)cc1 (stereo not given) | nt | -4 | -5 | 6 | -3 | 1.2 | 0.3 | -1 | -10 | 1 |
| CCOC(=O)N1CCC(N2CCN(S(=O)(=O)c3ccc4ccccc4c3)CC2)CC1 | -3 | nt | 3 | 1 | nt | -0.6 | 1.2 | -8 | -13 | 1 |
| COc1cc(CNC2CCCC2)c(Br)cc1OCc1ccccc1 | 9 | -1 | 13 | 10 | 0 | -2.5 | 0.0 | 7 | -12 | 1 |
| COC(=O)C1=C(C(=O)OC)SC(=C2C(=S)C(C)(C)N(C(=O)C(C)C)c3ccccc32)S1 | -4 | -1 | 22 | 1 | -3 | -3.4 | 2.1 | -33 | -23 | 7 |
| NS(=O)(=O)c1ccc(CNC(=O)c2ccc(Cl)c(S(=O)(=O)NCc3ccccc3)c2)cc1 | -3 | -2 | 2 | -4 | -12 | 0.0 | 0.0 | 0 | -6 | -3 |
| COc1ccc2oc3cc(C)[n+]([O-])c(-c4ccc(Br)cc4)c3c2c1 | 4 | nt | 5 | -4 | -6 | -2.8 | 0.8 | -8 | -6 | 4 |
| CCOC(=O)c1ccc(NC2c3ccccc3C(=O)N2c2cccnc2)cc1 (stereo not given) | nt | 0 | 8 | -5 | nt | -0.9 | 0.9 | 7 | -2 | 1 |
| CCS(=O)(=O)N1CCCC(C(=O)NCc2ccc(C)cc2)C1 (stereo not given) | 0 | nt | -7 | -3 | -1 | -1.0 | 0.0 | -3 | 0 | 3 |
| COc1ccc2cc(CCNC(=O)C3CCCC3)c(=O)[nH]c2c1 | -1 | 1 | -1 | 4 | nt | -0.6 | -1.7 | 6 | -6 | 0 |
| Cc1c(CCC(=O)NCCCn2ccnc2)c(=O)oc2cc3occ(C(C)(C)C)c3cc12 | 7 | -2 | 7 | 9 | -2 | -1.9 | 1.2 | 0 | -14 | -1 |
| Cc1ccc(NC(=O)COC(=O)CSC(=S)N2CCOCC2)cc1C | 22 | 5 | 1 | -3 | nt | -1.1 | -0.5 | -6 | -5 | 0 |
| CCOC(=O)C(NC(=O)c1ccccc1)(N1CCCC1=O)C(F)(F)F (stereo not given) | -2 | nt | -1 | -3 | -8 | nt | -0.6 | 9 | -4 | 8 |
| CCC(C)[C@H](NC(=O)OC(C)(C)C)C(=O)N/N=C/c1cccc2nccnc12 (stereo not given in full) | -2 | -1 | 12 | -2 | 19 | 0.2 | -1.4 | -3 | -4 | 6 |
| Cc1cccc2sc(NC(=O)CCn3cccc3)nc12 | 5 | 0 | nt | -6 | -5 | -1.7 | 1.6 | 0 | -11 | 0 |
| O=C(COC(=O)c1ccc(O)cc1)Nc1ccc(S(=O)(=O)N2CCCC2)cc1 | 0 | -3 | nt | -3 | -19 | -2.8 | 0.1 | 1 | -11 | -16 |
| CC(=O)NC1=NN(C(C)=O)C(c2sccc2C)S1 (stereo not given) | nt | 3 | -4 | 1 | -6 | -0.8 | 0.5 | 8 | 2 | -4 |
| O=C(Nc1c(F)cc(F)cc1Br)C1CCCO1 (stereo not given) | 5 | nt | -12 | -16 | -1 | 0.5 | 0.0 | -1 | 9 | 2 |
| Cn1c(=O)c(=O)n(C)c2cc(S(=O)(=O)N3CCCC3C(=O)NCc3ccco3)ccc21 (stereo not given) | -11 | 2 | -12 | 7 | -1 | -0.6 | -3.4 | 2 | -1 | 1 |
| Cc1ccc(NC(=O)CSCC(=O)Nc2cccc(S(=O)(=O)N3CCCCCC3)c2)cc1 | -7 | 2 | 1 | 2 | nt | -1.3 | -3.8 | 0 | -4 | -3 |
| Cc1ccc(-c2nc(CS(=O)CC(=O)NCCN3CCCC3)c(C)o2)cc1 (stereo not given) | -17 | 1 | 18 | -2 | -1 | -0.4 | -2.5 | -1 | -5 | -4 |
| COc1cccc(/C=N/NC(=O)CNC(=O)C(c2ccccc2)c2ccccc2)c1O | -2 | -3 | nt | -5 | 2 | -3.3 | 5.2 | -6 | 2 | 0 |
| CC1CCN(C(=O)C(NS(=O)(=O)c2cccc3nsnc23)c2ccccc2)CC1 (stereo not given) | nt | -4 | 15 | -3 | -4 | -0.4 | -1.6 | 1 | -10 | -6 |

Filtered by structure: the compounds so far containing four or more nitrogen atoms.
| structure | MITF act | Wnt bcat act | Rtt109 HAT inh | Tat transport | CAL PDZ FP-1 | CAL PDZ FP-2 | CDK5 inh | RTF Ca sens act | dFosB act | V-ATPase pH |
| --- | --- | --- | --- | --- | --- | --- | --- | --- | --- | --- |
| Fc1ccc(/C=N/Nc2nnnn2-c2ccccc2)cc1 | -9 | 2 | 5 | 0 | -1 | -0.5 | 1.2 | 8 | -3 | 2 |
| COc1cccc(NC(=O)CSc2nnc(-c3ccco3)c(-c3ccco3)n2)c1 | -7 | -1 | 9 | -5 | nt | -1.2 | -0.3 | -4 | -14 | 0 |
| O=C(NC(=S)Nc1ccc(C(F)(F)F)cc1)c1csnn1 | -3 | 10 | -2 | -7 | -7 | 0.0 | -1.4 | -1 | -13 | -1 |
| C[C@H](CO)N1C[C@H](C)[C@@H](CN(C)C(=O)NC2CCCCC2)Oc2c(NC(=O)c3ccncc3)cccc2C1=O | -6 | 0 | 13 | 5 | -2 | -0.6 | -0.3 | -6 | -7 | -9 |
| CCC(C)[C@H](NC(=O)OC(C)(C)C)C(=O)N/N=C/c1cccc2nccnc12 (stereo not given in full) | -2 | -1 | 12 | -2 | 19 | 0.2 | -1.4 | -3 | -4 | 6 |
| Cn1c(=O)c(=O)n(C)c2cc(S(=O)(=O)N3CCCC3C(=O)NCc3ccco3)ccc21 (stereo not given) | -11 | 2 | -12 | 7 | -1 | -0.6 | -3.4 | 2 | -1 | 1 |
| CC1CCN(C(=O)C(NS(=O)(=O)c2cccc3nsnc23)c2ccccc2)CC1 (stereo not given) | nt | -4 | 15 | -3 | -4 | -0.4 | -1.6 | 1 | -10 | -6 |
